Compound activity deposited in PubChem BioAssay by National Center for Advancing Translational Sciences (NCATS).
Tau FP inhib – qHTS for Inhibitors of Tau Fibril Formation, Fluorescence Polarization | Microtubule-associated protein tau (Homo sapiens), P10636 | K18 P301L tau heparin fibrillization, Alexa594 FP, 6 h | Potency, µM (top dose mostly 57.7 µM), for inactives: at the top dose activity, negative = inhibition, usual class: inhibitors | 0.39% of 280,000 active | AID 1468, 2008; note: nearly all actives have a fitted effect of over 55% in size
Target sequence (P10636 561-689 P618L limits assumed): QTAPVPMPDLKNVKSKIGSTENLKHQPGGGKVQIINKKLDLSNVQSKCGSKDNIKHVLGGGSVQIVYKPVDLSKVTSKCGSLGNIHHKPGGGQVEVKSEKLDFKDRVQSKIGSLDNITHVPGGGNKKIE
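Heparin (20 uM) drove fibril formation of recombinant tau K18 P301L, 15 uM unlabeled with 0.24 uM Alexa 594 label, for 6 hr at 37 C in 100 mM sodium acetate pH 7. Fluorescence polarization (555/632 nm) read 1 hr after 30 uM ThT.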
Tau fibril ThT – qHTS for Inhibitors of Tau Fibril Formation, Thioflavin T Binding. Microtubule-associated protein tau (Homo sapiens), P10636. recombinant tau K18 P301L, heparin-induced fibrillization, ThT fluorescence. Potency, µM (top dose mostly 57.4 µM), for inactives: top-dose activity, negative = inhibition, actives largely listed as inhibitors. 2.1% of 270,000 active. AID 1460, 2008; note: nearly all actives have a fitted effect of over 55% in size
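Tau K18 P301L fragment (15 uM unlabeled plus 0.24 uM Alexa 594-labeled) in 100 mM sodium acetate pH 7 with compound, fibrillization induced by 20 uM heparin for 6 hr at 37 C. Thioflavin T (30 uM) added, fluorescence read after 1 hr (ex 450, em 510 nm).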
Tau fluor cs – Counterscreen qHTS for Inhibitors of Tau Fibril Formation, Fluorescence Polarization. 0.93% of 280,000 active. tau K18 P301L Alexa594 fluorescence, heparin fibrillization. AID 1463, 2008. Potency, µM (highest dose often 57.7 µM), inactives show at the top dose activity change, negative = decrease; note: nearly all actives have a fitted effect of over 55% in size
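Human tau K18 P301L (15 uM unlabeled, 0.24 uM Alexa 594-labeled) in 100 mM sodium acetate pH 7 with 20 uM heparin, 6 hr at 37 C. ThT 30 uM added, 1 hr ambient; Alexa 594 FP and total fluorescence read at 555/632 nm.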
Numbers without * were called inactive. Calls come from the whole dose curve; as a rule, active = well fitted curve in the direction sought with a large enough effect; inconclusive = small, poorly fitted or top-dose-only effect, or another doubt; inactive = no such curve, though single readings can be large; an effect the other way counts as inactive or inconclusive. % is set by controls: 0 for no effect and ±100 for the full control effect; potency is the fitted concentration of half-maximal effect. This is a subset; count on the stated rates, not on these rows.

Results for O=C(Nc1nc2n(n1)C(c1ccc(F)cc1)C=C(c1ccccc1)N2)c1cccc([N+](=O)[O-])c1 (stereo not drawn) ?
Tau FP inhib: -5%; Tau fibril ThT: 4%; Tau fluor cs: 0%

Results for CCOc1ccc(-c2cc(C(=O)NCCc3ccc(OC)c(OC)c3)c3c(-c4ccc(F)cc4)[nH]nc3n2)cc1 ?
Tau FP inhib: -15%; Tau fibril ThT: -5%; Tau fluor cs: -16%

Results for CCCc1cc(=O)[nH]c2nnc(SCC(=O)Nc3cccc(C)c3)n12 ?
Tau FP inhib: -7%; Tau fibril ThT: -10%; Tau fluor cs: -11%

How did CCOc1ccc(CNC(=O)C2Cc3ccccc3N2C(=O)CC)cc1OC (stereo not drawn) do in these assays?
Tau FP inhib: 7%; Tau fibril ThT: -4%; Tau fluor cs: -3%

How did COc1ccc(OC)c(NC(=O)CN2CCCN(Cc3cc(C)ccc3C)S2(=O)=O)c1 do in these assays?
Tau FP inhib: 11%; Tau fibril ThT: -10%; Tau fluor cs: -19%

How did Nc1c(-c2nc(-c3cccs3)no2)nnn1-c1ccccc1Cl do in these assays?
Tau FP inhib: -12%; Tau fibril ThT: 3%; Tau fluor cs: 3%

How did CCOc1ccc(NC(=O)c2ccc(NC(=O)N3CCSc4ncccc43)cc2)cc1 do in these assays?
Tau FP inhib: -6%; Tau fibril ThT: -9%; Tau fluor cs: -5%

What do the screens show for `O=C(CSC1=Nc2ccccc2N=C(c2ccc(F)cc2)C1)NCc1ccc(Cl)cc1`?
Tau FP inhib: -3%; Tau fibril ThT: -7%; Tau fluor cs: -17%

Results for CCOC(=O)c1c(C)[nH]c(CCC(=O)Nc2ccccc2OCC)c1C ?
Tau FP inhib: 4%; Tau fibril ThT: -16%; Tau fluor cs: -24%

What do the screens show for `COc1ccccc1CCNC(=O)C(=O)NCC(c1cccs1)S(=O)(=O)c1ccc(C)cc1` (stereo not drawn)?
Tau FP inhib: 1%; Tau fibril ThT: -6%; Tau fluor cs: -17%

4 neighbouring records out of the list so far:
Results for O=C(Nc1nc2n(n1)C(c1ccc(F)cc1)C=C(c1ccccc1)N2)c1cccc([N+](=O)[O-])c1 (stereo not drawn) ?
Tau FP inhib: -5%; Tau fibril ThT: 4%; Tau fluor cs: 0%

Results for CCOc1ccc(-c2cc(C(=O)NCCc3ccc(OC)c(OC)c3)c3c(-c4ccc(F)cc4)[nH]nc3n2)cc1 ?
Tau FP inhib: -15%; Tau fibril ThT: -5%; Tau fluor cs: -16%

Results for CCCc1cc(=O)[nH]c2nnc(SCC(=O)Nc3cccc(C)c3)n12 ?
Tau FP inhib: -7%; Tau fibril ThT: -10%; Tau fluor cs: -11%

How did CCOc1ccc(CNC(=O)C2Cc3ccccc3N2C(=O)CC)cc1OC (stereo not drawn) do in these assays?
Tau FP inhib: 7%; Tau fibril ThT: -4%; Tau fluor cs: -3%

New compounds follow.
How did CCOC(=O)c1c(S(=O)(=O)N2CCCC(C(=O)Nc3ncccc3C)C2)c(C)n(C)c1C (stereo not drawn) do in these assays?
Tau FP inhib: -1%; Tau fibril ThT: 10%; Tau fluor cs: 7%

What do the screens show for `CC(C(=O)NCc1cccc(Br)c1)n1ncn2cccc2c1=O` (stereo not drawn)?
Tau FP inhib: inconclusive; Tau fibril ThT: inconclusive; Tau fluor cs: inconclusive

How did O=[N+]([O-])c1cc(-c2nc(-c3cccnc3)no2)ccc1NCc1ccccc1 do in these assays?
Tau FP inhib: -7%; Tau fibril ThT: 4%; Tau fluor cs: -19%

What do the screens show for `O=C(NCc1ccccc1)C(=O)NCC(c1ccco1)S(=O)(=O)c1cccs1` (stereo not drawn)?
Tau FP inhib: -2%; Tau fibril ThT: -8%; Tau fluor cs: -10%

What do the screens show for `Cc1cccc(-c2nc(Cn3c(=O)cc(-c4ccccc4)c4c(C)nn(C)c43)c(C)o2)c1`?
Tau FP inhib: -2%; Tau fibril ThT: -19%; Tau fluor cs: -2%

How did CCc1ccccc1NC(=O)Cn1nnc(C(=O)Nc2ccc(C)c(F)c2)c1N do in these assays?
Tau FP inhib: -3%; Tau fibril ThT: 10%; Tau fluor cs: 9%

What do the screens show for `Cc1ccc(NC(=O)C(=O)NCC(c2cccnc2)N2CCN(Cc3ccccc3)CC2)cc1F` (stereo not drawn)?
Tau FP inhib: 3%; Tau fibril ThT: -2%; Tau fluor cs: -1%

What do the screens show for `CCNC(=O)c1ccc2nc(Cc3ccccc3)oc2c1`?
Tau FP inhib: 1%; Tau fibril ThT: 7%; Tau fluor cs: 6%

How did CCOC(=O)c1c(NC(=O)CS(=O)(=O)c2ccc(C)cc2)sc2c1CCCCC2 do in these assays?
Tau FP inhib: inconclusive; Tau fibril ThT: -12%; Tau fluor cs: -28%

What do the screens show for `COc1ccc(Cl)cc1NC(=O)Cn1cc(C(=O)c2ccc(C)cc2)c(=O)c2ccc(C)nc21`?
Tau FP inhib: inconclusive; Tau fibril ThT: -7%; Tau fluor cs: -18%

Results for Cc1nc(-c2cccc(S(=O)(=O)N3CCC(C(=O)NCc4ccccc4)CC3)c2)no1 ?
Tau FP inhib: -5%; Tau fibril ThT: -4%; Tau fluor cs: -10%

Results for Cc1ccc(-c2nc(CSc3nncn4c3cc3occc34)c(C)o2)cc1 ?
Tau FP inhib: 8%; Tau fibril ThT: -16%; Tau fluor cs: -7%

Results for COc1cccc(Cc2nc3ccccc3nc2SCC(=O)NCc2ccc(C)cc2)c1 ?
Tau FP inhib: -2%; Tau fibril ThT: 3%; Tau fluor cs: -1%

What do the screens show for `CCCSCCCNC(=O)C1CCCN(c2nn3cc(-c4ccc(OC)cc4)nc3s2)C1` (stereo not drawn)?
Tau FP inhib: 15%; Tau fibril ThT: inconclusive; Tau fluor cs: inconclusive

How did CCOC(=O)c1ccc(NC(=O)C2CCN(C(=O)N3CC(C)Oc4ccc(C)cc43)CC2)cc1 (stereo not drawn) do in these assays?
Tau FP inhib: 15%; Tau fibril ThT: inconclusive; Tau fluor cs: -27%

Results for COc1ccc(C2C=C(c3ccccc3)Nc3nc(NC(=O)c4cccc([N+](=O)[O-])c4)nn32)cc1 (stereo not drawn) ?
Tau FP inhib: 3%; Tau fibril ThT: 0%; Tau fluor cs: -1%

How did CCOc1ccc(C(=O)NCc2ccc3c(c2)CCN3C(=O)c2ccccc2)cc1 do in these assays?
Tau FP inhib: -7%; Tau fibril ThT: -4%; Tau fluor cs: -19%

What do the screens show for `Cc1ccc(NC(=O)c2ccc3c(=O)n4nc(Nc5ccccc5C)sc4nc3c2)cc1C`?
Tau FP inhib: -3%; Tau fibril ThT: -14%; Tau fluor cs: -2%

Results for Cc1cccc(OCC(=O)Nc2ccc(Cl)c(-c3nc4ccccc4[nH]3)c2)c1 ?
Tau FP inhib: inconclusive; Tau fibril ThT: inconclusive; Tau fluor cs: inconclusive

What do the screens show for `CCOc1ccccc1CNC(=O)CCCn1nc(C)c2sc3ccccc3c2c1=O`?
Tau FP inhib: inconclusive; Tau fibril ThT: inconclusive; Tau fluor cs: inconclusive

Of the compounds above, three contain a nitro group on carbon.
Results for O=C(Nc1nc2n(n1)C(c1ccc(F)cc1)C=C(c1ccccc1)N2)c1cccc([N+](=O)[O-])c1 (stereo not drawn) ?
Tau FP inhib: -5%; Tau fibril ThT: 4%; Tau fluor cs: 0%

How did O=[N+]([O-])c1cc(-c2nc(-c3cccnc3)no2)ccc1NCc1ccccc1 do in these assays?
Tau FP inhib: -7%; Tau fibril ThT: 4%; Tau fluor cs: -19%

Results for COc1ccc(C2C=C(c3ccccc3)Nc3nc(NC(=O)c4cccc([N+](=O)[O-])c4)nn32)cc1 (stereo not drawn) ?
Tau FP inhib: 3%; Tau fibril ThT: 0%; Tau fluor cs: -1%

Other entries
Results for Cc1cc(C)cc(C(=O)Nc2c3c(nn2-c2ccccc2C)CS(=O)(=O)C3)c1 ?
Tau FP inhib: -5%; Tau fibril ThT: -3%; Tau fluor cs: -9%

How did CCOc1cccc2sc(NC(=O)c3ccc(S(=O)(=O)N4CCCCC4)cc3)nc12 do in these assays?
Tau FP inhib: -6%; Tau fibril ThT: 2%; Tau fluor cs: -24%

How did Cc1ccc(N2CCn3c2nc2c3c(=O)n(CCc3ccccc3)c(=O)n2C)cc1C do in these assays?
Tau FP inhib: 2%; Tau fibril ThT: inconclusive; Tau fluor cs: -28%

How did COc1cc(CN(C(=O)c2cccc(Cl)c2)c2ccccn2)cc(OC)c1OC do in these assays?
Tau FP inhib: 5%; Tau fibril ThT: 4%; Tau fluor cs: -5%

What do the screens show for `COCc1cc(C)nc2sc3c(=O)n(-c4ccccc4C(F)(F)F)nnc3c12`?
Tau FP inhib: -5%; Tau fibril ThT: 1%; Tau fluor cs: -12%

How did Cc1ccccc1NC(=O)CSc1nc2ccc(NC(=O)CCc3ccccc3)cc2s1 do in these assays?
Tau FP inhib: inconclusive; Tau fibril ThT: -4%; Tau fluor cs: inconclusive

What do the screens show for `CCc1nc2ccc(C(=O)NCc3cc(OC)ccc3OC)cc2nc1CC`?
Tau FP inhib: -8%; Tau fibril ThT: -1%; Tau fluor cs: -9%

How did CCc1ccc(NC(=O)C(CC)n2c(=O)c(C(F)(F)F)nc3ccccc32)cc1 (stereo not drawn) do in these assays?
Tau FP inhib: -1%; Tau fibril ThT: 6%; Tau fluor cs: 1%

How did Cc1cc(NC(=O)CSc2nc(-c3ccccc3C)nc3c2c(=O)n(C)c(=O)n3C)no1 do in these assays?
Tau FP inhib: 3%; Tau fibril ThT: 1%; Tau fluor cs: 6%

How did Cc1ccc(NC(=O)CN2CCN(c3ccccc3F)CC2)cc1F do in these assays?
Tau FP inhib: 3%; Tau fibril ThT: -2%; Tau fluor cs: -11%

How did COc1ccc(S(=O)(=O)NCCc2sc(C)nc2C)cc1F do in these assays?
Tau FP inhib: -6%; Tau fibril ThT: -11%; Tau fluor cs: -13%

What do the screens show for `O=C(COc1ccccc1)Nc1nnc2n1CCS2`?
Tau FP inhib: 9%; Tau fibril ThT: -5%; Tau fluor cs: -6%

What do the screens show for `COCCn1ccc2c(OCC(=O)Nc3c(C)cc(C)cc3C)cccc2c1=O`?
Tau FP inhib: -2%; Tau fibril ThT: 0%; Tau fluor cs: 7%

What do the screens show for `CCOC(=O)c1ccc(NC(=O)N2CCOc3ccccc32)cc1`?
Tau FP inhib: inconclusive; Tau fibril ThT: 18%; Tau fluor cs: -16%

How did Cc1ccc(C)c(CNC(=O)c2sc3ncnc(N(C)C4CCCCC4)c3c2C)c1 do in these assays?
Tau FP inhib: 1%; Tau fibril ThT: -7%; Tau fluor cs: -2%

What do the screens show for `COc1ccc(C)cc1NC(=O)c1c2c(nc3ccccc13)C(=O)N(C1CCCCC1)C2`?
Tau FP inhib: 12%; Tau fibril ThT: -15%; Tau fluor cs: 7%

How did CCOC(=O)c1c(C)[nH]c(C)c1S(=O)(=O)N1CCC(C(=O)NCc2ccccc2)CC1 do in these assays?
Tau FP inhib: -7%; Tau fibril ThT: -6%; Tau fluor cs: -7%

How did COc1ccc(NC(=O)Cn2c(SCc3ccc(C)cc3)nc3cccnc32)cc1OC do in these assays?
Tau FP inhib: 21%; Tau fibril ThT: inconclusive; Tau fluor cs: -28%

What do the screens show for `Cc1ccc(CNC(=O)c2ccc3c(c2)c(C)c(C)n3Cc2ccc(Cl)cc2)o1`?
Tau FP inhib: 1%; Tau fibril ThT: -7%; Tau fluor cs: -16%

Results for COc1ccc(CCNC(=O)CCS(=O)(=O)c2cc3c(cc2Cl)NC(=O)CO3)cc1OC ?
Tau FP inhib: -1%; Tau fibril ThT: -1%; Tau fluor cs: -1%

How did Cc1cccc(NC(=O)Cn2c(=O)n(Cc3ccccc3)c(=O)c3oc4ccccc4c32)c1C do in these assays?
Tau FP inhib: inconclusive; Tau fibril ThT: 11%; Tau fluor cs: -12%

What do the screens show for `CCOc1cc(C(=O)NCc2ccc3c(c2)CCN3C(=O)c2ccc(F)cc2)cc(OCC)c1OCC`?
Tau FP inhib: 3%; Tau fibril ThT: -1%; Tau fluor cs: -6%

Results for Cc1ccc(CNC(=O)c2c(C)oc3ncnc(N4CCOCC4)c23)cc1 ?
Tau FP inhib: -13%; Tau fibril ThT: -11%; Tau fluor cs: -15%

Results for COc1ccc(-n2c(=O)c3c(c4cc(OC)ccc4n3C)n(Cc3cc(C)ccc3C)c2=O)cc1 ?
Tau FP inhib: 4%; Tau fibril ThT: 5%; Tau fluor cs: 1%
